# KLK7 zymogen act – activators of human kallikrein-7 zymogen; P49862; purified proKLK7, EDANS-DABCYL substrate fluorescence; 100% is mature enzyme control, 0% vehicle; activation, % at 7 µM; 370,000 compounds, 0.9% hits;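 active = activation above the mean of all tested compounds plus 3 SD, computed per campaign excluding outliers beyond control limits, cut at about 13% in these data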
# ARFGAP1 inhibitor – inhibitors of rat ARFGAP1 | inhibition, % at 16.5 µM | Arfgap1-stimulated ARF1 GTP hydrolysis, GDP FP detection | AID 651572 | 360,000 compounds, 0.26% hits | Q62848;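 active = inhibition above a per-plate limit, mean inhibition of low control wells plus 3 SD, cut at about 25% in these data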;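 note: 0% = DMSO wells with enzyme and 100% = wells lacking Arfgap1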
# Target sequence (Q62848 1-136 limits assumed): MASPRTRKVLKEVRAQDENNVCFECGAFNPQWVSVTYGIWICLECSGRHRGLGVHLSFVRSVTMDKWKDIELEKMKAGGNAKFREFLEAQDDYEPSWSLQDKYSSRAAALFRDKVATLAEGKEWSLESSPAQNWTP
#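 Repeats: one replicate per compound; assay system: rat Arfgap1 catalytic domain, aa 1-136; times: enzyme reaction 120 min at 25 °C after 20 min preincubation; detection: FP of antibody-bound GDP Alexa 633 tracer, ex 620/em 688 nm; benchmarks: high control wells lacking Arfgap1, low control full reaction with DMSO; reagent: human ARF1(Δ1-17)-GTP substrate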
# LEDGF integ inh – blocks HIV-1 LEDGF/p75-dependent DNA integration; TR-FRET IN-LEDGF/p75 DNA integration, Eu/Cy5; inhibition, % at 3.7 µM; 370,000 compounds, 0.64% hits; AID 743269;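 active = inhibition above the screen-wide mean plus 3 SD, cut at about 13% in these data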;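 note: signal is the Cy5 over europium emission ratio at 671 and 618 nm; 0% = plate median of compound wells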
# Tn6 DDE FP – DD(E)-Tn6 binding inhibition, primary FP screen. Fibrin DD(E) TRITC-Tn6 fluorescence polarization displacement. 370,000 compounds, 0.21% hits. P02675. inhibition, % at 8.3 µM. AID 720509;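 active = inhibition above a per-campaign cutoff: mean of compounds within control limits plus 3 SD, cut at about 15% in these data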;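 note: 0% = median of all compound wells on the plate and 100% = blocking peptide control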
# Target sequence (P02675 whole entry, looked up): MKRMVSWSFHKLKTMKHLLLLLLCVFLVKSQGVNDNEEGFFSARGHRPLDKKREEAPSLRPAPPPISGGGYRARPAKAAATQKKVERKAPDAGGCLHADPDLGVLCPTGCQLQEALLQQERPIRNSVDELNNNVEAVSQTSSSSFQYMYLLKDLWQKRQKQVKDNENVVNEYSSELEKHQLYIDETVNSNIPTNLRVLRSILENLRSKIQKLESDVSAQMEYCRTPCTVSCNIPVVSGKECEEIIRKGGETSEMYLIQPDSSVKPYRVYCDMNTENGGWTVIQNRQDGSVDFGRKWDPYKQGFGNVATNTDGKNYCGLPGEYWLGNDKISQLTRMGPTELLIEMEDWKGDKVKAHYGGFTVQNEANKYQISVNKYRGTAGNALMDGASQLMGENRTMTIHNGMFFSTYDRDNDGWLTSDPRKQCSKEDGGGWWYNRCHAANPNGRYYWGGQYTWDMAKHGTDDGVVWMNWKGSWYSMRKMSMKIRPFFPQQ
# ADAM17 inh – ADAM17 inhibition, QFRET primary screen. P78536. recombinant ADAM17, EDANS/DABCYL FRET peptide cleavage. inhibition, % at 6.95 µM. 370,000 compounds, 0.83% hits;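 active = inhibition above the mean of compounds lying between control limits plus 3 SD, set per campaign, cut at about 8.5% in these data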;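 note: 0% = DMSO-only wells as the low control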
# ASAP1 GAP inh – ASAP1 ArfGAP inhibition; 360,000 compounds, 0.19% hits; ASAP1-stimulated ARF1 GTP hydrolysis, GDP FP detection; inhibition, % at 16.5 µM; AID 624377; in the data active = inhibition above about 25%;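 note: 0% = vehicle with enzyme and substrate and 100% = no enzyme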
# Target sequence (Q9ULH1 325-724 limits assumed): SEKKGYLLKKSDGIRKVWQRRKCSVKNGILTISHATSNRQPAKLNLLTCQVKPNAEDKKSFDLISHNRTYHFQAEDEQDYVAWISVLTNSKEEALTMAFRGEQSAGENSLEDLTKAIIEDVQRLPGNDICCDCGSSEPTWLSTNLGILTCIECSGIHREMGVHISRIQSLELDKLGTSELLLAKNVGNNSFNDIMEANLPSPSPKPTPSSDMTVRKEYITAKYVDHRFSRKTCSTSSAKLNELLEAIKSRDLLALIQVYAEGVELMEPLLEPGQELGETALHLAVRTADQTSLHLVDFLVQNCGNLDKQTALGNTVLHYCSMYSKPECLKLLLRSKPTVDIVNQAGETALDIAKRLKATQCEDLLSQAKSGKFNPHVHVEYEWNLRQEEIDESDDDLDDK
# Tn7 DDE FP – disrupts Tn7 cyclic peptide binding to fibrin D-Dimer-E complex; P02675; FP displacement of FITC-Tn7 peptide from fibrin DD(E); 0% = median of compound wells per plate; inhibition, % at 8.3 µM; 370,000 compounds, 0.13% hits; AID 720508;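 active = inhibition above the mean of compounds falling within the control limits plus 3 SD of them, cut at about 14% in these data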;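 note: 0% = plate median of compound wells and 100% = 10 µM Aha-Tn7 peptide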
#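 assay system = human clot-derived fibrin DD(E) complex | quantity = Fibrin-DD(E) at 2 µM final | timing = 10 min preincubation, 3 h with tracer, room temperature | signal = fluorescence polarization | measure = percent inhibition | benchmarks = high control wells with 10 µM unlabelled Aha-Tn7 peptide (full inhibition) | replicates = singlicate testing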
# PLC-gamma1 inh – blocks human PLC-gamma1 enzyme activity | P19174 | purified PLC-gamma1, fluorogenic substrate, fluorescence | inhibition, % at 12.2 µM | 370,000 compounds, 0.84% hits; in the data active = inhibition above about 9.5%
# ADAM10 inh – ADAM10 inhibition, QFRET primary screen. recombinant ADAM10, EDANS/DABCYL FRET peptide cleavage, 3 h. inhibition, % at 7 µM. 370,000 compounds, 0.62% hits;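 active = inhibition above a per-campaign cutoff equal to the mean of compounds falling between control-based bounds plus 3 SD, cut at about 20% in these data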;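 note: 0% = DMSO wells while the 100% control is not disclosed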
# TDP2 inh – TDP2 (human) inhibition, absorbance primary screen; O95551; recombinant TDP2, T5PNP hydrolysis, p-nitrophenol absorbance 415 nm; 370,000 compounds, 0.34% hits; inhibition, % at 12.8 µM;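 active = inhibition above the mean of all tested compounds plus 3 SD, set per campaign, cut at about 25% in these data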;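 note: 0% = DMSO with enzyme and 100% = buffer with substrate but no TDP2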
#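 Read-out basis: percent inhibition. System: recombinant human TDP2. Buffer or medium: Mg2+-containing Tris-HCl buffer, pH 7.5. Repeats: single replicate. Timing: reaction 2 h, 37 °C. Benchmarks: high control without enzyme, low control DMSO plus TDP2. Probe or stimulus: 5 mM T5PNP. Doses: 12.8 µM only. Measured by: epi absorbance of p-nitrophenol freed from T5PNP by hydrolysis.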
# An asterisk follows results filed as active; i = inactive; x = not tested or not shown. Random draw from the library; overall some 4.2% were active at least once.
SMILES,KLK7 zymogen act,ARFGAP1 inhibitor,LEDGF integ inh,Tn6 DDE FP,ADAM17 inh,ASAP1 GAP inh,Tn7 DDE FP,PLC-gamma1 inh,ADAM10 inh,TDP2 inh
COc1ccc(C2CC(c3ccccc3)=NN2C(=O)COC(=O)c2nc3nccc(C)n3n2)cc1 (stereo not drawn),0.6,-3,1,10,-3,2,1,1,-2,3
FC(F)(F)c1cc(-c2ccc(Cl)cc2)nc(NCc2cccnc2)n1,-0.6,-7,6,9,-2,1,2,-4,-6,11
Cn1c(CSCC(=O)Nc2ccccc2)nnc1SCc1ccccc1,0.5,2,2,11,-2,4,-1,0,2,-6
CCCN1C(=O)c2ccc(C(=O)Nc3ccccc3C(=O)O)cc2C1=O,0.4,-2,-2,5,-1,2,-6,-1,-13,11
Cc1c(C(=O)OCc2ccccc2)nnn1-c1nonc1N,0.2,8,-2,7,2,6,-6,-1,1,-11
COc1ccc([C@H]2C[C@H](n3cc(-c4ccc(F)cc4)nn3)[C@@H](O)CN2C(=O)C2CCCCC2)cc1,-0.4,-7,0,-5,3,10,9,4,4,8
Cc1ccc(C(=O)NCC(=O)OC(C)C(=O)Nc2ccc(N3CCOCC3)cc2)s1 (stereo not drawn),0.1,7,10,2,-2,2,-4,-1,1,15
CCN1C(=O)c2cccc3c(S(=O)(=O)N4CCC(C)CC4)ccc1c23,-54,24,-2,-2,-164,4,-2,i,i,-2
C=CCc1ccc(OCCn2cncn2)c(OC)c1,-0.4,-1,3,1,-2,-19,2,2,12,-5
Cc1ccc(NC(=O)COC(=O)CCC(=O)c2cccs2)cc1,-0.3,-5,1,8,3,7,7,1,3,-9
CCCC(=O)c1ccc(N2CCOCC2)c(F)c1,-0.4,10,-2,-8,-4,4,-1,0,3,4
Cc1c(NC(=O)CSc2ccccc2F)c(=O)n(-c2ccccc2)n1C,0.1,-4,-2,-1,-2,-9,2,-1,3,-8
C=C[C@@H](C)N(Cc1ccc(OC)cc1)S(=O)(=O)N(Cc1ccccc1)[C@H](C=C)C(C)C,0.0,-13,0,0,-3,-8,2,0,3,10
Cc1cc(N2CCN(C(=O)Oc3ccc(-c4ccccc4)cc3)CC2)c2ccccc2n1,-0.6,x,5,-9,-3,x,2,-2,-5,1
COC(OC)c1ccc(C#N)c(=O)[nH]1,0.5,1,-2,2,-114,2,1,-26,-380,4
COc1ccc(NC(=O)CSc2nnc(Cn3cnc([N+](=O)[O-])n3)n2C)cc1,-0.3,3,1,0,-3,4,-4,2,4,0
Cc1ccccc1NS(=O)(=O)c1ccc(C(=O)N(C)CC(=O)Nc2ccccc2Br)cc1,-0.5,13,1,-8,2,6,-2,0,-8,-10
C=CCN=C1NC(c2ccccc2)C(C(=O)OC)=C(C)N1Cc1cccc(C(F)(F)F)c1 (stereo not drawn),0.2,-10,-3,-8,-6,-3,2,-1,-9,0
COc1ccc(-c2nnc(SC(C)C(=O)Nc3nccs3)n2-c2ccccc2)cc1OC (stereo not drawn),-0.4,-1,-2,0,-3,-6,7,0,0,2
N#C/C(=C\c1cccc([N+](=O)[O-])c1)C(=O)NCc1cccnc1,-0.1,11,-4,-8,-4,16,0,-3,-17,-3
CCCCc1ccc(NC(=O)c2cnccn2)cc1,0.4,16,-3,3,-2,-16,2,3,2,4
CCOC(=O)C1=NN(c2ccccc2C)C2=NC(C)=C(C(=O)OC)C(c3cccs3)N12 (stereo not drawn),0.3,-7,2,0,-2,1,0,0,4,5
CCOC(=O)C(=C1Nc2ccccc2N1)n1c(-c2cccnc2)nc2ccccc21,-15,2,5,0,-20,8,-5,-55,-66,1
CCC(C)CN1CCC(CO)(Cc2ccccc2Cl)CC1 (stereo not drawn),0.0,12,6,-10,-1,-2,-7,2,-6,3
CC(C)CNC(=O)C(=O)NCC(c1ccc2c(c1)OCO2)N1CCOCC1 (stereo not drawn),0.0,11,-4,2,-7,-10,-3,0,-6,-8
# The list goes on.
SMILES,KLK7 zymogen act,ARFGAP1 inhibitor,LEDGF integ inh,Tn6 DDE FP,ADAM17 inh,ASAP1 GAP inh,Tn7 DDE FP,PLC-gamma1 inh,ADAM10 inh,TDP2 inh
O=C(CSc1ncnc2sccc12)N1CCN(C(=O)c2cccs2)CC1,0.1,13,2,-5,0,7,-10,-3,-6,-11
Cc1cc(C)nc(SCC(=O)N/N=C\c2sccc2C)n1,0.3,11,-2,2,-1,-1,1,-2,2,-9
COc1ccccc1N(Cc1ccccc1)S(=O)(=O)c1cccc(C(=O)NCC2CCCO2)c1 (stereo not drawn),-0.4,0,0,-2,-5,8,1,0,0,4
Cc1cc(C(=O)Nc2ccc(C)c(S(=O)(=O)N3CCOCC3)c2)c(C)o1,0.1,-10,-2,-6,-6,6,4,0,-1,10
Cc1ccc(S(=O)(=O)N2CCN(C(=O)c3c(C)nn(-c4ccccc4)c3Cl)CC2)cc1,0.2,6,-3,2,-2,11,1,1,-4,0
COc1ccc(Nc2nc(N3CCCCC3)nc3ccccc23)c(OC)c1,0.2,0,-1,-5,-7,-9,-1,-23,-33,-4
CCOC(=O)C1(CCOc2ccccc2)CCN(CC2CC2)CC1,-0.1,-3,0,1,-4,11,10,-2,1,4
CCc1ccc(/C(C)=N/NC(=O)c2ccc(-n3cnnn3)cc2)cc1,-0.4,1,-7,-4,-1,-4,5,7,-10,-2
O=C(Nc1ccc(Cl)cc1)C1C2C=CC3(O2)C1C(=O)N(CCN1CCCCC1)C3C(=O)NC1CCCCC1 (stereo not drawn),-0.8,12,0,2,-2,-1,8,2,0,-3
O=C(NC1CCCCC1)c1cnn2c(C(F)(F)F)cc(-c3ccco3)nc12,-1.4,5,2,3,-27,5,-3,-364,-80,-15
COC(=O)Cn1c(CN2CCC(Cc3ccccc3)CC2)nc2c1c(=O)n(C)c(=O)n2C,0.2,7,6,-3,4,14,-9,0,1,-30
CCCCCCCCCCOC(=O)Cn1c(COc2ccccc2)[n+](C)c2ccccc21,0.2,-13,3,1,6,-2,1,9.5*,14,-16
Cc1ccc(CN2CC(C(=O)N3CCN(c4ccccc4Cl)CC3)CC2=O)cc1 (stereo not drawn),-0.2,-2,8,-3,-1,-4,-8,-2,2,-8
CNc1c([N+](=O)[O-])cnn1-c1ccccn1,-0.1,4,-1,9,-1,-2,0,-2,7,-6
COc1ccc(/C=c2\s/c(=C\C(=O)C(C)(C)C)[nH]c2=O)cc1O,0.1,20,2,-6,0,1,4,-18,0,-19
CCCCN1C(=O)C(CC(=O)NCCc2ccccn2)CC(C(=O)N2CCCCCC2)=C1C (stereo not drawn),0.0,10,0,-2,-3,-6,-1,-6,-3,3
O=C(NC1CCCC1)c1ccccc1OCc1ccccc1,0.1,2,2,-6,-2,-5,-7,-1,-1,-6
CCc1nnc(NC(=O)c2ccc(-c3ccc(C(C)=O)cc3)o2)s1,-1.3,13,2,1,-52,3,-7,-30,-221,-15
N=c1c(S(=O)(=O)c2ccccc2)cc2c(=O)n3ccccc3nc2n1CC1CCCO1 (stereo not drawn),2.2,-1,4,-1,-482,12,4,-333,i,-7
Cc1onc(-c2ccccc2)c1C(=O)N(Cc1ccco1)Cc1cccs1,-0.2,7,4,-11,3,6,-5,2,4,7
Cc1ccc(NC(=O)C(C)OC(=O)CCN=C2NS(=O)(=O)c3ccccc32)cc1 (stereo not drawn),-0.2,-2,-3,-1,-4,8,4,1,-9,4
CCc1ccc2nc(N(CCCN(C)C)C(=O)c3ccc(C(=O)c4ccccc4)cc3)sc2c1,0.0,-9,-5,-2,-2,-3,7,2,2,0
Cc1ccc(CNC(=O)CCS(=O)(=O)c2ccc3c(c2)CC(C)N3C(=O)C2CC2)o1 (stereo not drawn),-0.2,1,-2,0,-3,-8,-1,-4,-10,-5
COc1ccc(NC(=O)N2CCCC2C(=O)NCc2ccc(F)cc2)cc1 (stereo not drawn),-0.2,8,6,-3,-5,4,-1,3,6,4
CCCC(=O)NCCc1nc2ccccc2n1CCC,0.1,-5,4,-5,-1,-13,-5,1,-3,-7
N#Cc1c(N)n(C2OC(CO)C(O)C2O)c2ncnc(N)c12 (stereo not drawn),0.6,1,-1,9,-4,-11,1,1,-10,5

# 10 compounds out of the list, ordered by molecular weight, high to low.
SMILES,KLK7 zymogen act,ARFGAP1 inhibitor,LEDGF integ inh,Tn6 DDE FP,ADAM17 inh,ASAP1 GAP inh,Tn7 DDE FP,PLC-gamma1 inh,ADAM10 inh,TDP2 inh
O=C(Nc1ccc(Cl)cc1)C1C2C=CC3(O2)C1C(=O)N(CCN1CCCCC1)C3C(=O)NC1CCCCC1 (stereo not drawn),-0.8,12,0,2,-2,-1,8,2,0,-3
CCc1ccc2nc(N(CCCN(C)C)C(=O)c3ccc(C(=O)c4ccccc4)cc3)sc2c1,0.0,-9,-5,-2,-2,-3,7,2,2,0
COC(=O)Cn1c(CN2CCC(Cc3ccccc3)CC2)nc2c1c(=O)n(C)c(=O)n2C,0.2,7,6,-3,4,14,-9,0,1,-30
Cc1ccc(CNC(=O)CCS(=O)(=O)c2ccc3c(c2)CC(C)N3C(=O)C2CC2)o1 (stereo not drawn),-0.2,1,-2,0,-3,-8,-1,-4,-10,-5
O=C(CSc1ncnc2sccc12)N1CCN(C(=O)c2cccs2)CC1,0.1,13,2,-5,0,7,-10,-3,-6,-11
Cc1onc(-c2ccccc2)c1C(=O)N(Cc1ccco1)Cc1cccs1,-0.2,7,4,-11,3,6,-5,2,4,7
COc1ccc(Nc2nc(N3CCCCC3)nc3ccccc23)c(OC)c1,0.2,0,-1,-5,-7,-9,-1,-23,-33,-4
CCc1nnc(NC(=O)c2ccc(-c3ccc(C(C)=O)cc3)o2)s1,-1.3,13,2,1,-52,3,-7,-30,-221,-15
CCc1ccc(/C(C)=N/NC(=O)c2ccc(-n3cnnn3)cc2)cc1,-0.4,1,-7,-4,-1,-4,5,7,-10,-2
CCOC(=O)C1(CCOc2ccccc2)CCN(CC2CC2)CC1,-0.1,-3,0,1,-4,11,10,-2,1,4
